Vif imaging: HIV Vif self-association inhibitors, primary screen, imaging, HEK293T, single point; HEK293T cells, Vif self-association by quenched fluorescence, 24 h; inhibition, % at 7.49 µM; actives 0.35% (n = 340,000); AID 602346, 2012; in the data active = inhibition above about 50%, passing the limit was not always enough; also: some results filed as inactive read as strong as hits
MC4R ag barr: MC4R agonists recruiting beta-arrestin, primary screen, cell-based, luminescence, agonist arm of biased-ligand search | actives 0.98% (n = 360,000) | activation, % at 8.9 µM | Melanocortin receptor 4 (Homo sapiens), P32245 | U2OS MC4R beta-arrestin complementation; percent of melanotan II response, DMSO zero;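 active = activation above a per-plate cutoff, the mean activation of sample wells on that plate plus 3 SD, cut at about 8% in these data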
Glyco luc inh: increase of ERlucT glycosylation luciferase signal, primary screen, N-linked glycosylation inhibitor project, D54 ERlucT cells, luminescence, set 2; reporter increase, % at 12.5 µM; D54 ERlucT glycosylation luciferase reporter, 24 h; percent of 100 nM tunicamycin response; actives 0.23% (n = 360,000);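 active = mean luciferase reporter signal, scaled so untreated is 0 and the glycosylation-blocking control 100, at or above a set limit in every replicate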;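 also: luciferase carries N-glycosylation sites so blocking glycosylation raises the light; 0% = median of neutral control wells and 100% = median of 100 nM tunicamycin wells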
Cardio protect: cardioprotection against H2O2-induced cell death, primary screen, uHTS, H9c2 cells, ATPLite luminescence | protection from H2O2 cell death, % at 20 µM | H9c2 cardiomyocytes, H2O2 injury protection, 2 h | actives 0.63% (n = 360,000) | AID 588492, 2011;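 active = compounds giving at least 50% protection of heart cells from peroxide-induced death in the single-dose screen, raw or plate-pattern-corrected value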;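 also: 0% = DMSO wells with peroxide and 100% = DMSO wells without peroxide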
aDG glyco act: activators of alpha-DG glycosylation, primary screen, uHTS, Pro5-aDG cells, AlphaScreen; alpha-DG glycosylation AlphaScreen (IIH6); 0% Pro5, 100% B10-LARGE cell signal; activation, % at 10 µM; actives 0.22% (n = 360,000);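 active = activation of at least 8% versus controls, or a plate z-score of at least 8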;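 also: Pro5 are CHO cells carrying HIG-tagged alpha-DG that lacks glycosylation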
MC4R antagonist: MC4R antagonists of cAMP signaling, primary screen, cell-based, TR-FRET, antagonist arm of biased-ligand search; MC4R-expressing cells, MTII-stimulated cAMP, LANCE TR-FRET; inhibition, % at 6.5 µM; actives 0.48% (n = 360,000);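 active = inhibition above its plate's cutoff, the mean of tested wells on that plate plus 3 SD, cut at about 29% in these data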;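 also: 0% = Melanotan II alone and 100% = Melanotan II plus saturating MCL0020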
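Material – human MC4R-expressing U2OS cells · Repeats – no replicates · Detection – TR-FRET with Eu-cAMP and labeled anti-cAMP, 671 nm · Times – compound 30 min, challenge 1 h, detection 1 h · Compound – single nominal compound dose of 6.5 µM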
CaV13 FRET inh: Disruptors of the CACNA1D IQ motif to Ca2+-dependent inactivation inhibitor domain association, primary screening, Förster resonance energy transfer in intact living …; HEK cells, CFP/YFP FRET ICDI-IQ, plate reader, 10 min; percent FRET-ratio fall versus neutral wells; inhibition, % at 12.3 µM; actives 0.098% (n = 340,000); AID 743397;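 active = mean replicate inhibition of at least 30% and at least 1% of replicates passing that level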;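 also: 0% = median of the neutral control wells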
m5-HT2A agonist: mouse Htr2a agonists via beta-arrestin recruitment, primary screen, cell-based, luminescence | AID 624169, 2012 | actives 0.66% (n = 360,000) | CHO-K1 mHTR2A beta-arrestin complementation; percent of 30 µM serotonin response | activation, % at 7.6 µM;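 active = activation above a run cutoff, the mean activation of all tested compounds plus 3 SD, cut at about 14% in these data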;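 also: 0% = plate median of compound wells and 100% = 30 µM serotonin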
ABCB6 inh 2: ABCB6 transporter inhibitors, primary screen, K562-ABCB6 cells, flow cytometry, MLPCN library. ATP-binding cassette sub-family B member 6 (Homo sapiens), Q9NP58. K562-ABCB6 porphyrin accumulation, 1 h; hits give low values. actives 0.19% (n = 360,000). fluorescence ratio to DMSO, % at 10 µM;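 active = fluorescence ratio to DMSO below 75%, the collection mean minus 3 SD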;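 also: signal is porphyrin accumulated inside mitochondria; 100% equals median channel fluorescence of DMSO control wells; lower ratio means ABCB6 inhibition with less porphyrin fluorescence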
Target sequence (Q9NP58 whole entry, looked up): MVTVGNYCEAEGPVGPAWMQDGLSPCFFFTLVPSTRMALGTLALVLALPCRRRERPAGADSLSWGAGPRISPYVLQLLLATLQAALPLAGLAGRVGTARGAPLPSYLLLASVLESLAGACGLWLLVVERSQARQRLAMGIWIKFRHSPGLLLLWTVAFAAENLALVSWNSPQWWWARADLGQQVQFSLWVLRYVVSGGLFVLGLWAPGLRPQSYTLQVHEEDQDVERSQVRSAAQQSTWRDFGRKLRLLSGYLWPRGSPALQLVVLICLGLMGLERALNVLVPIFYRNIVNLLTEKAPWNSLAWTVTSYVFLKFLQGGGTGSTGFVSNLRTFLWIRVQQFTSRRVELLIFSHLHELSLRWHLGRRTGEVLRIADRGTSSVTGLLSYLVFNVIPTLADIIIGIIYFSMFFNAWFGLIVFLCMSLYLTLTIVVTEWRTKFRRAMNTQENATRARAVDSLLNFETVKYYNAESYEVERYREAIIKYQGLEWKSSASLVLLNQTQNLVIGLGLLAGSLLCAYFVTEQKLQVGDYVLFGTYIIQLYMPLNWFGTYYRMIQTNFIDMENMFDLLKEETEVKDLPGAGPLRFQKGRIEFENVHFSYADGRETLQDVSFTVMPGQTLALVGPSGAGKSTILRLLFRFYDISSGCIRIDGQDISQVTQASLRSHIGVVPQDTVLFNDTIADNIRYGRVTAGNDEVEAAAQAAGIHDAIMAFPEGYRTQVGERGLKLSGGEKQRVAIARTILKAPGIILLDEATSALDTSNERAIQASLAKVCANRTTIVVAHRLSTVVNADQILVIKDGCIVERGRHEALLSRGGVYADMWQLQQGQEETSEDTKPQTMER
PDI turbidity: inhibitors of human PDI, primary screen, biochemical, turbidity, single point, plate reader; actives 0.052% (n = 350,000); PDI insulin aggregation turbidity, A650, 90 min; inhibition, % at 10 µM;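 active = mean inhibition across replicates of 30% or more, whatever share of single replicates reach that level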;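 also: absorbance from insulin aggregation driven by PDI reduction with DTT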
* = called active by the depositor; . = not tested or not shown.

SMILES	Vif imaging	MC4R ag barr	Glyco luc inh	Cardio protect	aDG glyco act	MC4R antagonist	CaV13 FRET inh	m5-HT2A agonist	ABCB6 inh 2	PDI turbidity
Cc1cc2cc(CNC(=S)NC3CCCCC3)ccc2n1C	7	0.2	-3	-5	-0.6	8	-12	3	100	-3
CN(C)C=NC(=O)c1ccc([N+](=O)[O-])c(CS(=O)(=O)c2ccc(Cl)cc2)c1	7	0.1	-1	1	0.0	1	-1	6	101	-7
O=C(CCC1CCCN(C(=O)c2ccncc2)C1)NCc1ccc(F)c(F)c1 (stereo not drawn)	-2	-1.7	1	9	-0.1	2	3	4	103	3
O=C(COC(=O)c1cccc2ccccc12)NCCCc1ccccc1	1	-1.8	3	-5	-0.2	-2	-6	-1	94	-9
CN1C[C@@H]2C[C@@H](c3ccc(C#CC(C)(C)O)s3)N3CCC[C@@]23C1=O	-2	-2.2	-1	-6	0.3	4	-3	0	102	-2
O=C(COc1ccc2ccccc2c1)Nc1ccccc1C(=O)O	-2	-2.4	2	-1	4.5	4	-3	4	107	8
CCc1ccc([C@H]2[C@@H]3C(=O)C[C@@H]4C(=O)N(C5CCCCC5)C(=O)[C@@H]4[C@@H]3CN2S(=O)(=O)c2ccc(C)cc2)cc1	.	.	-2	0	-0.3	.	-6	-3	94	.
CN(C(=O)CC1C(=O)NCCN1Cc1c(F)cccc1Cl)C1CCOCC1 (stereo not drawn)	0	-1.9	2	-2	-0.2	7	-3	2	104	-1
COc1ccc(-c2nc(SCc3ccc(C#N)cc3)[nH]c(=O)c2C#N)cc1	-2	-0.7	1	4	0.0	21	-18	-5	97	-2
O=C(NCCNCCO)c1c(O)c2cccc3c2n(c1=O)CCC3	1	-0.4	3	7	0.1	-2	.	2	97	13
CC(C)(C)n1cn[nH]c1=S	19	1.1	2	-2	0.0	-6	-13	2	103	-1
CCN(CC)S(=O)(=O)c1cccc(NC(=O)COc2ccc(C#N)cc2OC)c1	.	0.1	3	-9	0.0	12	-8	4	101	1
Cc1ccc2oc(=O)n(CCCOc3ccccc3)c2c1	-2	4.1	1	8	0.2	5	-5	-1	103	3
C=CCNC(=O)/C=C/c1cccs1	2	-3.0	3	1	0.2	0	-2	2	94	-1
COc1ccc(C(CNC(=O)COc2cccc(C)c2)N2CCCC2)cc1 (stereo not drawn)	15	-1.7	-1	14	0.0	7	-5	-11	96	4
COc1ccccc1NC(=O)c1ccc(NC(=O)COC(=O)CCC2CCCC2)cc1	1	-0.2	0	-3	0.2	-4	-4	4	96	-11
CC(C)NC(=O)c1c(CSc2ccccc2)noc1C(=O)NCc1ccccc1	28	-0.2	-2	-11	0.3	-3	-8	3	90	-4
Cc1cc(N2CCCCCC2)nc2ccc(F)cc12	.	-1.4	1	-3	0.1	7	-10	7	97	-8
Cc1cc(=O)oc2cc(NC(=O)c3cccc(F)c3)ccc12	-14	-0.3	-1	0	-0.2	0	-17	0	92	-8
CC(C)(C)C(=O)Nc1ccc(S(=O)(=O)c2ccc(NC(=O)C(C)(C)C)cc2)cc1	3	0.7	-1	-1	-0.2	7	-9	-3	101	14
O=C(c1ccc(C23CC4CC(CC(C4)C2)C3)o1)N1CCOCC1	.	1.0	-3	-4	-0.1	8	.	1	101	-4
C[C@H](c1ccccc1)N1C[C@@H](COCc2ccccc2)Oc2cc(N3CC[C@@H](O)C3)ccc2S1(=O)=O	.	.	.	.	-0.1	.	-8	1	100	.
CCOC(=O)c1cnc(SC)nc1Sc1ccccc1Cl	1	2.3	0	-7	-0.1	6	-1	-8	96	6
COc1ccc(NC(=O)NC2CCCCCCC2)cc1OC	-7	1.0	0	-2	0.3	-3	-8	1	105	2
CCCN1C(=O)C2(/C(=C(\O)c3ccc4c(c3)OCCO4)C(=O)C(=O)N2CCCOC)c2ccccc21 (stereo not drawn)	4	-1.6	1	6	-0.2	12	-4	0	96	7

Full records as entered above. Screens in order: Vif imaging | MC4R ag barr | Glyco luc inh | Cardio protect | aDG glyco act | MC4R antagonist | CaV13 FRET inh | m5-HT2A agonist | ABCB6 inh 2 | PDI turbidity
Entry for COc1ccc(C(CNC(=O)COc2cccc(C)c2)N2CCCC2)cc1 (stereo not drawn) → 15 | -1.7 | -1 | 14 | 0.0 | 7 | -5 | -11 | 96 | 4
Entry for COc1ccc(-c2nc(SCc3ccc(C#N)cc3)[nH]c(=O)c2C#N)cc1 → -2 | -0.7 | 1 | 4 | 0.0 | 21 | -18 | -5 | 97 | -2

Back to the main list, starting six compounds before the break.
SMILES	Vif imaging	MC4R ag barr	Glyco luc inh	Cardio protect	aDG glyco act	MC4R antagonist	CaV13 FRET inh	m5-HT2A agonist	ABCB6 inh 2	PDI turbidity
CC(C)(C)C(=O)Nc1ccc(S(=O)(=O)c2ccc(NC(=O)C(C)(C)C)cc2)cc1	3	0.7	-1	-1	-0.2	7	-9	-3	101	14
O=C(c1ccc(C23CC4CC(CC(C4)C2)C3)o1)N1CCOCC1	.	1.0	-3	-4	-0.1	8	.	1	101	-4
C[C@H](c1ccccc1)N1C[C@@H](COCc2ccccc2)Oc2cc(N3CC[C@@H](O)C3)ccc2S1(=O)=O	.	.	.	.	-0.1	.	-8	1	100	.
CCOC(=O)c1cnc(SC)nc1Sc1ccccc1Cl	1	2.3	0	-7	-0.1	6	-1	-8	96	6
COc1ccc(NC(=O)NC2CCCCCCC2)cc1OC	-7	1.0	0	-2	0.3	-3	-8	1	105	2
CCCN1C(=O)C2(/C(=C(\O)c3ccc4c(c3)OCCO4)C(=O)C(=O)N2CCCOC)c2ccccc21 (stereo not drawn)	4	-1.6	1	6	-0.2	12	-4	0	96	7
Cc1ccc(CNC(=O)C(=O)NCC2OCCN2S(=O)(=O)c2ccc(Br)cc2)cc1 (stereo not drawn)	-14	1.6	-4	-9	0.0	5	.	5	100	0
Cc1ccc2c(c1)c(CC(=O)Nc1ccc(F)cc1)c(C(=O)O)n2C	-5	0.1	3	2	0.2	18	-10	1	102	-1
CC(C)Cn1cc(C(=O)NCCCN2CCCC2=O)c2c3ccccc3n(C)c2c1=O	-14	0.5	4	10	0.2	3	-11	-2	99	-4
CCC(c1nnc(SCC(=O)Nc2ccc(S(N)(=O)=O)cc2)n1Cc1ccccc1)N(C)C (stereo not drawn)	4	0.5	-1	7	0.1	0	-3	12	97	5
O=C(C#Cc1ccccc1)c1ccccc1	42	-0.9	-13	-11	-0.5	51*	-6	5	104	3
CC12CCC(C(=O)Nc3ccc4c(c3)OCCO4)(OC1=O)C2(C)C (stereo not drawn)	-4	0.5	-1	-5	-0.3	-2	-6	2	103	1
CCN1CCCC1CNCc1ccccc1OCc1ccc(F)cc1 (stereo not drawn)	26	-0.9	-3	7	-0.1	7	-7	-3	100	8
Cc1ccccc1-c1nc(CS(=O)CC(=O)NCCN2CCOCC2)c(C)o1 (stereo not drawn)	-7	0.0	0	2	0.0	3	-3	0	98	.
COc1cc2nc(C)sc2cc1SC	7	-2.1	1	-2	0.0	-9	-5	1	92	-7
O=P(O)(CCc1ccccn1)CN1CCCCC1	3	-2.0	-1	5	0.0	2	.	-3	78	-4
Cc1noc(C)c1S(=O)(=O)N(C)C[C@H]1OCc2cnnn2CCCC(=O)N([C@H](C)CO)C[C@@H]1C	-3	0.5	0	4	0.0	1	-9	0	101	-4
CC1(C)CC(=O)C(N=Nc2c(F)cccc2F)=C(O)C1	-5	-1.6	4	1	0.0	15	-1	2	99	-2
OC(CNCc1cccs1)c1ccccc1 (stereo not drawn)	-1	-0.8	1	3	0.1	2	.	-5	97	12
CCn1c(C)nc2cc(C(=O)NNS(=O)(=O)c3ccc(C)c(C)c3)ccc21	-5	0.2	-1	3	0.0	4	.	7	104	3
COc1ccc(N2CCN(C(CNC(=O)c3ccc4c(c3)OCO4)c3ccco3)CC2)cc1 (stereo not drawn)	-13	0.0	-2	-2	-0.1	2	-7	-3	101	1
CCN(CC)C(=O)Oc1ccc(Cl)c2cccnc12	-4	0.0	1	5	-0.2	-1	-12	0	100	17
O=C(CCNS(=O)(=O)c1ccccc1)OCC(=O)c1ccc(Br)cc1	0	-2.0	0	-4	0.1	10	-6	10	101	-6
CCc1ccc(NC(=O)CCNS(=O)(=O)c2cccs2)cc1	17	-0.7	-3	24	0.0	2	-3	-9	96	-5
Cc1c(Cl)cccc1NC(=O)Cn1c(-c2ccc(F)cc2)noc1=O	-1	-4.1	0	-2	0.5	5	.	12	99	1
Cc1ccc(S(=O)(=O)N2CCCC2CNC(=O)C(=O)Nc2ccc(F)cc2)cc1 (stereo not drawn)	-2	3.2	4	-17	0.1	8	-6	-5	101	3
COc1ccc2nc(N/C(=N/S(=O)(=O)c3cccs3)c3ccccc3Cl)sc2c1	19	-2.0	-2	-8	-0.2	-2	-4	3	96	2
OCCN1CCN(C(=S)NC2CCCC2)CC1	-3	0.4	3	1	-0.1	8	-5	-2	97	11
CN1CCN(CCOC2Cc3ccccc3Sc3ccc(Cl)cc32)CC1 (stereo not drawn)	-2	1.8	-5	37	2.0	0	-3	-7	96	5
COc1ccc(NS(=O)(=O)c2c(C)cc(C)cc2C)cc1	-6	0.4	-2	-19	0.3	-1	-6	3	104	-8
CO/N=C/c1ccc(N2CCOCC2)c([N+](=O)[O-])c1	19	-1.1	-2	3	0.0	6	0	1	97	-1
O=C(O)COc1ccc(/C=C/C(=O)c2ccc(C3CCCCC3)cc2)cc1	16	8.8*	4	-14	0.1	-9	-18	0	100	-10
CCC(NC(=O)Cn1cnc2c(=O)n(C)c(=O)n(C)c21)c1ccccc1 (stereo not drawn)	-6	1.2	1	4	-0.2	14	-6	7	98	4

Source: PubChem BioAssay
